Rab2 wt GTP – changes GTP binding to wildtype dog Rab2A, up or down. P61105. GST-Rab2 wt beads, Bodipy-GTP binding, flow cytometry. GTP binding activity, % at 10 µM. 190,000 compounds, 0.19% hits. AID 760;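 active = GTP binding activity at least 20 points away from 100%, either lowered or raised; inconclusive = signal likely due to the compound's own green fluorescence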;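 also: 0% = beads with excess unlabeled GTP and 100% = no-compound control corrected for plate trend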
Avidin bead fluor – compound fluoresces at 488/530 nm on avidin beads; fluorescence (KMESF) at 10 µM; AID 1775; 220,000 compounds, 0.38% hits; compound fluorescence 488/530 nm, flow cytometry; hits give high values; in the data active = fluorescence above about 47; also: inactives centre near 10
Rac1 wt modul – alters GTP binding to wildtype human Rac1 | GST-Rac1 beads, fluorescent GTP binding, flow cytometry; actives lie on both sides; 0 = cold GTP competed, 100 = untreated | GTP binding activity (% of control), % at 10 µM | 190,000 compounds, 0.27% hits;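 active = GTP binding activity at least 20 points away from the 100% control level, either lower or higher; inconclusive = compound flagged as likely green fluorescent, judged across all proteins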
Cdc42 wt GTP – human Cdc42 wildtype GTP binding change, either direction; P60953; 190,000 compounds, 0.2% hits; AID 761; GST-Cdc42 beads, Bodipy-GTP binding, flow cytometry; actives lie on both sides; percent activity (GTP binding), % at 10 µM;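 active = percent activity GTP binding at least 20 points away from the 100% baseline, either down as inhibitor or up as activator; inconclusive = compound flagged as likely green fluorescent from well-wide comparison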;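 also: median bead fluorescence of bound Bodipy-FL-GTP at 100 nM; 0% = excess unlabeled GTP control and 100% = no compound control; below 100% means less GTP binding so inhibitor and above means activator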
Target sequence (P60953 whole entry, looked up): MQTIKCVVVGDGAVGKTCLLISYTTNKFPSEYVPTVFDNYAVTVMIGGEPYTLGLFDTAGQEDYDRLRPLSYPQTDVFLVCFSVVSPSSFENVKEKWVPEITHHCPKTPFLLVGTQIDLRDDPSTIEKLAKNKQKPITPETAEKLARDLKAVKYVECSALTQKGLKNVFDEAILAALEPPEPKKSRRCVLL
Pf gametocyte – P. falciparum stage V gametocyte viability inhibition; P. falciparum stage V gametocytes, ATP luminescence, 24 h; 150,000 compounds, 0.065% hits; inhibition, % at 10.9 µM; AID 743093;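 active = inhibition above the mean plus 3 SD of compounds within the control limits, set per campaign, cut at about 38% in these data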;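 also: 0% = DMSO wells and 100% = medium only without gametocytes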
Rab7 wt modul – dog Rab7 wildtype GTP binding, inhibitors and activators | GTP binding activity (percent of control), % at 10 µM | GST-Rab7 beads, fluorescent GTP binding, flow cytometry; actives lie on both sides; untreated = 100%, excess cold GTP = 0% | 190,000 compounds, 0.055% hits;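 active = fluorescent GTP binding to Rab7 beads changed by at least 20 points from the 100% baseline, either direction, mostly lower; inconclusive = compound itself probably fluorescent, or too few beads counted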;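 also: median green fluorescence of bound Bodipy-FL-GTP per Rab7 bead population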
Rac1 act GTP bind – human Rac1 activated mutant GTP binding change. P63000. GST-Rac1 activated beads, fluorescent GTP binding, flow cytometry; actives lie on both sides; 100% means binding = to untreated wells. percent activity (GTP binding), % at 10 µM. 190,000 compounds, 0.11% hits. AID 764;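 active = GTP binding at least 20 percentage points away from the 100% baseline, in either direction, so actives lie on both sides; inconclusive = Compound likely fluorescent itself, or too few beads counted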
HRas wt GTP bind – modulators of GTP binding to human HRas wildtype; GST-Ras wt beads, Bodipy-FL-GTP binding, flow cytometry; actives lie on both sides; GTP binding activity, % at 10 µM; 190,000 compounds, 0.14% hits;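 active = GTP binding activity at least 20% away from the 100% baseline, either lowered as inhibitor or raised as activator; inconclusive = flagged as likely green fluorescent, judged across all proteins in the well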;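 also: 0% = unlabeled GTP competition control and 100% = no-compound control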
Target sequence (P01112 whole entry, looked up): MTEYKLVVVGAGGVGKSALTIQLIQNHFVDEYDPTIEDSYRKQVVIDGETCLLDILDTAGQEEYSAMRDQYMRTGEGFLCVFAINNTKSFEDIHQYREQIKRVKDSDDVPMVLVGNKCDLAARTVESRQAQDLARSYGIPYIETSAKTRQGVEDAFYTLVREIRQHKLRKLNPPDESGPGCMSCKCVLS
GSH fluor – compound fluoresces at 488/530 nm on GSH beads; GSH beads flow cytometry, compound fluorescence 488/530 nm; hits give high values; fluorescence (KMESF) at 10 µM; 190,000 compounds, 0.25% hits; AID 1776; in the data active = fluorescence above about 89;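 also: glutathione beads carrying GST-tagged Bcl family fusion proteins plus one bare bead set; values are compound well signal with DMSO vehicle wells as background; inactives centre near 16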
Mcl1-Bid inh – disrupts binding of human Mcl-1 to Bid peptide | Q07820 | TR-FRET Mcl-1/Bid-Dy647 peptide binding, 1536-well | inhibition, % at 21.7 µM | 220,000 compounds, 0.97% hits;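 active = compounds that cut the binding signal by more than half at the single screening dose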;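 also: His-tagged Mcl-1 with europium anti-His antibody binding Bid BH3 peptide; 0% = Mcl-1 plus peptide wells and 100% = peptide-only wells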
Target sequence (Q07820 whole entry, looked up): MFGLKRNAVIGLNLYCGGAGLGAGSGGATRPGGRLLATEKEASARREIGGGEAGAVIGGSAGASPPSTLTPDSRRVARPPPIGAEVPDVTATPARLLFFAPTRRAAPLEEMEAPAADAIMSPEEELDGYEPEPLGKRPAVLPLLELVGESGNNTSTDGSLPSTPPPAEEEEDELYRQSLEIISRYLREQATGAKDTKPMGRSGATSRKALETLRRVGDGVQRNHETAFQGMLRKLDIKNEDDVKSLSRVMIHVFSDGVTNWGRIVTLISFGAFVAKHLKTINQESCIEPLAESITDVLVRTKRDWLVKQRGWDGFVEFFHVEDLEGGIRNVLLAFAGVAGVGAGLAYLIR
Mcl1-Noxa inh – Mcl-1/Noxa interaction inhibition; Q07820; TR-FRET Mcl-1/Noxa peptide binding, 2 h; inhibition, % at 21.7 µM; 220,000 compounds, 1.5% hits; AID 1022;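 active = compounds that cut the protein-peptide binding signal by more than 50% relative to plate controls in a single-dose test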;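 also: His-tagged Mcl-1 with rhodamine Noxa BH3 peptide and terbium anti-His antibody; 0% = Mcl-1 plus Noxa peptide wells and 100% = peptide-only wells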
* hit, by the source's call; u = inconclusive; x = no result given.

SMILES	Rab2 wt GTP	Avidin bead fluor	Rac1 wt modul	Cdc42 wt GTP	Pf gametocyte	Rab7 wt modul	Rac1 act GTP bind	HRas wt GTP bind	GSH fluor	Mcl1-Bid inh	Mcl1-Noxa inh
CCCS(=O)(=O)NCCc1cc2c(C)ccc(C)c2[nH]c1=O	u	26	u	u	x	u	u	u	25	-1	4
CCOC(=O)c1c(-c2cccc([N+](=O)[O-])c2)csc1N	99	3	100	101	3	100	99	100	6	-57	13
COc1cc(/C=N/Nc2ccc(C(=O)O)cc2)ccc1O	88	10	88	89	-14	93	91	90	10	-51	63*
CCOc1ccccc1CN1CCN(S(=O)(=O)CC)CC1	105	7	106	106	x	103	103	106	13	39	20
c1ccc(-c2csc(Nc3cccnc3)n2)cc1	98	11	98	95	-13	101	95	97	10	-68	16
CC1(CCc2ccccc2)NC(=O)N(Cc2cc([N+](=O)[O-])cc3c2OCOC3)C1=O (stereo not given)	102	11	104	101	x	102	98	102	13	8	24
Cc1sc2nc(C(C)C)nc(SCC(=O)N3c4ccccc4CC3C)c2c1C (stereo not given)	99	17	101	95	-7	105	100	101	24	-12	21
COc1ccccc1C1(O)CC2CCC(C1)N2S(=O)(=O)c1ccc(C(C)=O)cc1 (stereo not given)	95	10	100	98	x	96	96	98	39	-1	-6
CCN(CC)c1ccc(/C=N/NC(=O)C(O)(c2ccccc2)c2ccccc2)o1	94	10	102	103	x	102	99	98	9	-27	-3
N#Cc1cccc(C(c2nnnn2CCc2ccccc2)N2CCN(C3CCCCC3)CC2)c1 (stereo not given)	104	7	105	104	-13	104	100	103	36	3	-8
O=C(CSC1=N/C(=C/c2ccco2)C(=O)N1c1ccc(OC(F)F)cc1)NC1CCS(=O)(=O)C1 (stereo not given)	99	8	98	99	2	97	95	99	27	-36	24
O=C(CCCn1c(SCC(=O)c2ccc(Cl)cc2)nc2ccccc2c1=O)NCc1ccco1	102	4	102	103	2	104	100	101	17	2	-6
CCCCCCSc1nc(O)c(C2OC(=O)c3c2ccc(OC)c3OC)c(=O)n1CC (stereo not given)	96	6	98	95	x	97	93	97	58	11	6
CCOC(=O)c1cncc(NC(=O)c2ccccc2)c1	99	11	106	101	20	96	103	97	75	-37	6
CCC(c1nnnn1C1CCCC1)N(Cc1cccs1)Cc1cc2cccc(C)c2[nH]c1=O (stereo not given)	106	12	109	103	-11	107	101	107	9	-14	9
CCOc1cc(/C=C2/C(=O)N(c3ccccc3)N=C2C)ccc1OC(=O)c1cccs1	97	8	105	99	x	97	96	100	14	26	25
COc1ccc(/C=N/n2c(SC)nnc2-c2ccccc2)c(OC)c1OC	100	6	105	100	x	99	96	102	43	4	-29
COc1cc2c(cc1OC)CN(C(=O)c1ccc3nc[nH]c3c1)CC2	94	9	100	95	-2	91	96	97	21	-14	13
NC(=O)c1cc(NC(=O)c2cc(Br)c(Br)s2)cc(C(N)=O)c1	91	11	93	90	x	93	97	92	12	-96	-37
CC(C)=CCC/C(C)=C/Cc1c(O)ccc(C(=O)/C=C/c2ccc(O)cc2)c1O	99	11	104	100	16	97	97	99	15	-3	34
Cc1nn(Cc2ccccc2)c(C)c1NC(=O)c1cc2nc(-c3ccco3)cc(C(F)(F)F)n2n1	93	8	94	94	x	94	96	94	59	-10	7
O=C(Cn1nnc(-c2cccc(C(F)(F)F)c2)n1)N1CCCCCC1	101	11	116	103	-23	102	100	101	59	-23	-3
CCc1ccc(OC(C)c2nnc(SCC(=O)Nc3ncccc3C)n2C)cc1 (stereo not given)	93	11	99	94	-1	88	95	90	23	-13	9
C[C@H](N)c1nnc(SCC(=O)c2ccc(Cl)cc2)o1	102	12	108	107	-2	104	99	103	10	11	-3
NC(=O)N/N=C/c1cc(Br)ccc1OC(=O)c1ccccc1	96	12	102	99	x	99	100	100	6	-20	13
COc1ccc(S(=O)(=O)CCC(=O)N2CCN(c3ccccc3F)CC2)cc1	97	5	101	97	x	96	99	100	15	-2	-5
COc1ccc(CCC(=O)Nc2ccc(-c3noc(-c4ccc(OC)c(OC)c4)n3)cc2)cc1	97	16	95	98	7	94	93	98	24	-1	5
Cc1ccc(-c2cc(C(F)F)nc(NCc3cccs3)n2)cc1	99	11	103	100	-10	100	101	100	19	8	0
O=S(=O)(NCC(Nc1ccccc1)c1ccccc1)c1ccc(Cl)cc1 (stereo not given)	100	3	103	102	-4	103	100	100	7	-41	17
Cc1ccc2c(n1)CC(C)(C)CC2=O	97	12	101	100	x	99	97	100	10	4	2
COc1ccc(C(C(=O)NC2CCCCC2)N(C(=O)c2sc(C)nc2C)c2ccccc2)cc1 (stereo not given)	100	2	103	99	16	100	99	100	11	-2	14
FC(F)Oc1ccc(NC(=S)NCc2cccnc2)cc1	97	5	98	94	-19	98	95	95	11	-27	5
Cc1cc(C(=O)COC(=O)c2csc3c2CCCC3)c(C)n1C	100	15	96	99	x	95	97	99	22	-64	10
CC(C)NC(=O)CSc1nnc(C2CC2)n1-c1ccccc1	102	10	102	103	1	104	101	102	20	-13	-5
CC(C)C(=O)Nc1ccc(C(=O)N/N=C/c2cc(Br)cc(Br)c2O)cc1	98	11	97	100	9	105	93	100	18	-28	21
CCOC(=O)c1ccc(N2C(=O)CC(Nc3ccc(CCO)cc3)C2=O)cc1 (stereo not given)	101	35	100	102	11	99	99	100	27	-27	0

Filtered by structure, the entries above containing a thiophene ring, fused or not
SMILES	Rab2 wt GTP	Avidin bead fluor	Rac1 wt modul	Cdc42 wt GTP	Pf gametocyte	Rab7 wt modul	Rac1 act GTP bind	HRas wt GTP bind	GSH fluor	Mcl1-Bid inh	Mcl1-Noxa inh
CCOC(=O)c1c(-c2cccc([N+](=O)[O-])c2)csc1N	99	3	100	101	3	100	99	100	6	-57	13
Cc1sc2nc(C(C)C)nc(SCC(=O)N3c4ccccc4CC3C)c2c1C (stereo not given)	99	17	101	95	-7	105	100	101	24	-12	21
CCC(c1nnnn1C1CCCC1)N(Cc1cccs1)Cc1cc2cccc(C)c2[nH]c1=O (stereo not given)	106	12	109	103	-11	107	101	107	9	-14	9
CCOc1cc(/C=C2/C(=O)N(c3ccccc3)N=C2C)ccc1OC(=O)c1cccs1	97	8	105	99	x	97	96	100	14	26	25
NC(=O)c1cc(NC(=O)c2cc(Br)c(Br)s2)cc(C(N)=O)c1	91	11	93	90	x	93	97	92	12	-96	-37
Cc1ccc(-c2cc(C(F)F)nc(NCc3cccs3)n2)cc1	99	11	103	100	-10	100	101	100	19	8	0
Cc1cc(C(=O)COC(=O)c2csc3c2CCCC3)c(C)n1C	100	15	96	99	x	95	97	99	22	-64	10

Carrying on.
SMILES	Rab2 wt GTP	Avidin bead fluor	Rac1 wt modul	Cdc42 wt GTP	Pf gametocyte	Rab7 wt modul	Rac1 act GTP bind	HRas wt GTP bind	GSH fluor	Mcl1-Bid inh	Mcl1-Noxa inh
C=C(C)Cn1c(C(C)NC(=O)CCC)nc2ccccc21 (stereo not given)	100	8	102	100	x	98	98	99	38	12	9
CC(=O)Nc1cccc(-c2csc(Nc3ccc(Cl)cn3)n2)c1	95	11	97	98	11	90	96	95	20	-11	15
FC(F)(F)c1ccc(Cl)c(N/N=C/c2ccc(N3CCOCC3)s2)c1	98	11	102	99	1	100	99	99	4	-22	67*
CCCCCNCc1ccc(Br)cc1	96	19	94	96	16	96	100	98	8	-1	24
Cc1ccccc1CN1C[C@@H]2C[C@@H](c3cn[nH]c3-c3ccc(F)cc3)N3CCC[C@@]23C1=O	96	6	96	93	-13	94	94	96	13	-10	-4
Cc1cc(NC(=O)c2ccc(F)cc2)n(CCOC(=O)c2ccc(F)cc2)n1	98	13	103	104	-23	96	98	98	13	-22	0
Cc1c(OCc2ccc([N+](=O)[O-])cc2)ccc2c3c(c(=O)oc12)CCC3	100	5	106	100	-7	106	99	100	11	0	16
CCOc1ccc(/C=N/NC(=O)c2c(-c3ccccc3)noc2C)cc1	101	14	103	100	-8	100	102	101	15	-3	2
O=C(CCS(=O)(=O)c1ccccc1)Nc1ccc(-c2nc3ccccc3s2)cc1	97	22	100	102	x	96	98	98	14	0	-3
O=C(N/N=C/c1ccncc1)c1cccc(NC(=O)c2ccc(Cl)cc2)c1	101	3	100	106	6	98	103	101	7	10	3
O=C(N/N=C/c1ccc(Sc2nc3ccccc3s2)c([N+](=O)[O-])c1)c1ccccn1	95	5	94	92	x	90	95	93	26	x	x
N=C1C(c2ccc(Br)cc2)=C(O)C2CCc3ccccc3N12 (stereo not given)	100	12	104	102	x	99	103	102	9	-98	-22
NC(=O)N/N=C/c1ccc(OCc2cccc(Cl)c2)cc1	97	10	97	97	15	96	95	98	19	-31	8
NC(=O)C(=O)N/N=C1\CCc2ccccc21	96	9	96	96	13	98	97	95	26	-30	6
Cc1cccc(CSc2ccc3nnc(-c4ccccn4)n3n2)c1	90	6	91	93	x	94	91	93	9	-18	13
O=C1OCc2ccc(NC(=O)C3CC3)cc21	96	10	98	98	9	98	93	96	24	-30	11
Cn1c(=O)n(CCc2ccccc2)c(=O)c2c1nc1n2CCCN1CCc1ccccc1	91	10	85	89	6	93	90	93	21	27	19
CCOC(=O)c1ccc(CSc2nnc(-c3ccncc3)n2N)cc1	101	23	104	99	10	101	100	99	17	-8	-4
CCCCCC(=O)N/N=C/c1cccs1	99	8	102	99	x	98	102	99	10	-8	-12
Cc1cccc(C(=O)NNC2=C(C(=O)C(F)(F)F)CCC2)c1O	95	25	99	96	x	94	90	94	23	-87	2
O=C(c1ccccc1)c1ccc(O)cc1O	u	10	u	u	6	u	u	u	13	-39	7
O=C(O)c1cccc(NC(=S)N/N=C/c2c[nH]c3ccccc23)c1	95	9	93	97	-4	102	97	99	11	-43	29
COc1ccccc1Cc1nc(-c2ccc(C)cc2)no1	98	1	97	97	-3	97	96	96	34	-14	-21
